AmpC no deterg: inhibitors of E. coli AmpC beta-lactamase without detergent | AID 485341 | actives 0.52% (n = 330,000) | P00811 | Potency, µM (highest dose often 57.1 µM), for the others: top-dose activity change, negative = inhibition, actives largely listed as inhibitors | AmpC nitrocefin hydrolysis, absorbance 480 nm, 0.0001% Triton;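 note: potency is the fitted concentration of half-maximal effect; plate controls were no compound for no effect and no enzyme for full effect; nearly all actives have a fitted effect of over 20% in size; some results filed as inactive show a strong effect at the top dose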
Target sequence (P00811 whole entry, looked up): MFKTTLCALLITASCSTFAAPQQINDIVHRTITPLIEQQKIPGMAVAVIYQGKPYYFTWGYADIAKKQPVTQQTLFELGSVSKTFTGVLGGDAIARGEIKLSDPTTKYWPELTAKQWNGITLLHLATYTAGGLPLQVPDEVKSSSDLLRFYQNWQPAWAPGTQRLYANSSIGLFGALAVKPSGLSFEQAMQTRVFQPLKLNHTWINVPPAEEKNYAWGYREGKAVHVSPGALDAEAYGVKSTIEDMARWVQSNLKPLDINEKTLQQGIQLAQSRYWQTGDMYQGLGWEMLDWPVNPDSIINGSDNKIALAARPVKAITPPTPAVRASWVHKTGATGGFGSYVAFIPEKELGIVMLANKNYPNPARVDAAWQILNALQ
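AmpC (5.3 nM in the dispensed reagent) in 20 mM phosphate pH 7.0 with 0.01% (detergent screen) or 0.0001% Triton X-100 was preincubated with compounds for 15 min at room temperature. Nitrocefin was then added from an 800 uM solution, and hydrolysis was followed at 480 nm.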
AMA1-RON2 inh: inhibitors of Plasmodium falciparum AMA1-RON2 interaction. AID 720542. Potency, µM (doses to about 58.2 µM), without a hit: at the top dose activity change, negative = inhibition, most hits filed as inhibitors. AlphaScreen AMA1-biotinylated RON2 peptide binding. actives 0.2% (n = 360,000);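 note: potency is the fitted concentration of half-maximal effect; 0% = vehicle wells and -100% = peptide control; nearly all actives have a fitted effect of over 45% in size; some results filed as inactive show a strong effect at the top dose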
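AMA1 (3D7) with his tag at 25 nM final met compounds first, then biotinylated RON2 peptide at 25 nM; detection used donor plus acceptor beads, 10 µg/mL apiece, read by AlphaScreen after 30 min at room temperature.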
LmPK inhibitor: blocks Leishmania mexicana pyruvate kinase activity | Q27686 | purified LmPK, Kinase-Glo ATP luminescence, 1 h | Potency, µM (titrated, usually from 57.5 µM), for the others: top-dose activity change, negative = inhibition, most hits filed as inhibitors | actives 0.37% (n = 290,000) | AID 1721; note: potency is the fitted concentration of half-maximal effect
Target sequence (Q27686 whole entry, looked up): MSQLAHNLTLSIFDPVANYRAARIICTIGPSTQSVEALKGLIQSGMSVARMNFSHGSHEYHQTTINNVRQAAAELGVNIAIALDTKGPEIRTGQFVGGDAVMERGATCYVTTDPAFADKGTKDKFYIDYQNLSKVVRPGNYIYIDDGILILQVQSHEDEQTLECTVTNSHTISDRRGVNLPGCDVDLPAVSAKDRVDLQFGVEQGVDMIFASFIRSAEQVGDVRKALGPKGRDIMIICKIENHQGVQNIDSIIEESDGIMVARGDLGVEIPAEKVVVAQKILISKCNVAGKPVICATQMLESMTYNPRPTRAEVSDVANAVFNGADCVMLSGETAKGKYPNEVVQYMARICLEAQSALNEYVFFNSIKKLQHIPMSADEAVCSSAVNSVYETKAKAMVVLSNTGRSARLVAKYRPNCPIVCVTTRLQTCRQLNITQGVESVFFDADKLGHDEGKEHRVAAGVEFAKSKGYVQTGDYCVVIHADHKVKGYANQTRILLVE
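ATP generated from ADP (0.1 mM) and PEP (0.5 mM) by 0.1 nM LmPK over 1 h at room temperature (pH 7.2 imidazole buffer) was detected by coupled luciferase luminescence. Values were normalized to uninhibited and no-enzyme wells.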
AmpC detergent: blocks E. coli AmpC beta-lactamase in detergent assay; actives 0.041% (n = 370,000); AmpC hydrolysis of nitrocefin, absorbance 480 nm, 0.01% Triton; Potency, µM (titrated, usually from 114 µM), for inactives: at the highest dose activity change, negative = inhibition, usual class: inhibitors;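 note: potency is the fitted concentration of half-maximal effect; 0% = no-compound wells and -100% = no-enzyme wells; nearly all actives have a fitted effect of over 25% in size; some results filed as inactive show a strong effect at the top dose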
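AmpC (5.3 nM in the dispensed reagent) in 20 mM phosphate pH 7.0 with 0.01% (detergent screen) or 0.0001% Triton X-100 was preincubated with compounds for 15 min at room temperature. Nitrocefin was then added from an 800 uM solution, and hydrolysis was followed at 480 nm.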
Sm TGR inh: inhibitors of Schistosoma mansoni thioredoxin glutathione reductase; Q962Y6; purified TGR, DTNB reduction, TNB absorbance 405 nm; Potency, µM (titrated, usually from 114 µM), without a hit: at the top dose activity change, negative = inhibition, most hits filed as inhibitors; actives 3% (n = 360,000); AID 485364; note: potency is the fitted concentration of half-maximal effect; nearly all actives have a fitted effect of over 60% in size
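First, TGR (20 nM dispensed) and NADPH were mixed with compound. Second, a 15 min room-temperature incubation followed. Third, further NADPH and then DTNB were added to start the reaction. Finally, TNB absorbance was monitored kinetically.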
HCMV inh: inhibitors of human cytomegalovirus. activity change, negative = inhibition, % at 57.5 µM. HFF cells, HCMV-luciferase reporter, 72 h; active compounds read low. actives 4.5% (n = 410,000). AID 1259415; in the data active = activity change below about -60%; inconclusive = no clear call, values can overlap the other calls; inactive = above about -39%
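Compounds were evaluated in HFFs infected with an HCMV luciferase reporter virus (MOI 1 PFU/cell). Luciferase in lysates collected 72 h post infection served as the replication measure.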
TbPYK inhibitor: inhibitors of Trypanosoma brucei pyruvate kinase; Q57TT1; TbPYK enzyme, Kinase-Glo Plus ATP luminescence, 45 min; Potency, µM (top dose mostly 76.8 µM), for the others: at the highest dose activity, negative = inhibition, most hits filed as inhibitors; actives 0.12% (n = 410,000); note: potency is the fitted concentration of half-maximal effect; nearly all actives have a fitted effect of over 50% in size
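Enzyme and substrate buffer are dispensed first and compound is pin-transferred. ADP at 130 uM final then starts the reaction, which runs 45 min at room temperature. Detection reagent is added for 10 min before luminescence is imaged.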
Active calls of the source: *; ? = inconclusive; nt = no result given; [ ] = remark or other dose. Unless noted, calls come from the whole dose curve; as a rule, active = well fitted curve in the direction sought with a large enough effect; inconclusive = small, poorly fitted or top-dose-only effect, or another doubt; inactive = no such curve, though single readings can be large; an effect the other way counts as inactive or inconclusive. Unless noted, % is set by controls: 0 for no effect and ±100 for the full control effect.

SMILES	AmpC no deterg	AMA1-RON2 inh	LmPK inhibitor	AmpC detergent	Sm TGR inh	HCMV inh	TbPYK inhibitor
Cc1c(Cl)cccc1NC(=O)NCCOCCn1c(=O)oc2ccccc21	nt	nt	nt	-2.6%	-0.1%	-4.6	4.0%
Cc1ccc(-n2c(C)cc(C(=O)CN3CCOCC3)c2C)cc1C	81.8%[activator]	-12.7%	-0.8%	3.3%	-19.1%	0.0	1.5%
COC(=O)c1sc(-c2ccccc2)cc1NC(=O)c1cccc(Cl)c1	nt	nt	nt	18.9%	2.4%	7.1	-1.5%
Cc1[nH]nc2c1C1(CCN(C(=O)c3ccccc3)CC1)C(C#N)=C(N)O2	-21.3%	1.8%	7.5%	?	-7.0%	-14.7	4.8%
CCSCc1nnc(SCC(=O)Nc2cc(F)ccc2C)n1C	-7.9%	11.4%	2.8%	-3.9%	nt	41.2	-7.6%
CCOc1ccccc1NC(=O)c1c(NC(=O)c2ccccc2C)sc2c1CCC(C)C2 (stereo unspecified)	nt	nt	nt	11.4%	6.2%	-9.6	-0.7%
COc1ccc(NC(=O)c2ccccc2NC(=O)c2ccco2)cc1	-13.9%	1.9%	-2.4%	-6.1%	10.9%	17.0	10.4%
CCc1ccccc1NC(=O)c1ccc(OCc2c(C)noc2C)cc1	-15.2%	21.0%	nt	nt	nt	-11.4	-1.8%
COCCN1C(=O)/C(=C/c2ccc(N3CCCC3)cc2C)SC1=S	-15.9%	-22.1%	-29.1%	-5.5%	30.5%	?	-13.3%
Cc1ccc(Nc2ncnc3onc(C)c23)cc1Cl	nt	nt	nt	-2.6%	0.9%	3.0	-9.5%
O=C(/C=C\Nc1ccc(S(=O)(=O)Nc2ncccn2)cc1)c1ccccc1	-11.3%	5.3%	-0.2%	3.6%	-21.3%	75.2	-2.4%
Cc1cc(S(=O)(=O)Nc2ccc3[nH]c(=O)sc3c2)ccc1F	nt	nt	nt	1.7%	-2.4%	59.1	-6.4%
CC(C)OCCCn1c(SCC(=O)N2CCc3ccccc32)nc2ccccc2c1=O	-15.4%	10.0%	-1.8%	-9.0%	1.4%	?	2.1%
COc1ccc(CC(=O)N(C)Cc2ccc(OC(F)F)cc2)cc1S(=O)(=O)N1CCOCC1	nt	78.8%[activator]	nt	nt	nt	-20.8	-11.6%
CCC1CCCCN1C(=O)COc1c(Br)cc(Br)c2cccnc12 (stereo unspecified)	11.6%[2.29 µM]	-0.2%	-0.3%	?	-12.7%	-27.9	5.0%
NC(=O)COc1ccc2cc(-c3ccccc3)c(=O)oc2c1	-2.3%	-0.2%	4.1%	-13.1%	-8.7%	-1.7	-4.2%
Cc1ccc(S(=O)(=O)NNc2nnc(C)c(=O)[nH]2)cc1	-4.5%	63.6%[activator]	4.9%	-3.0%	5.3%	-37.8	-9.2%
Cc1cccc(OCC(=O)N2CCN(S(C)(=O)=O)CC2)c1	-11.0%	-2.8%	0.0%	1.7%	nt	-34.2	-2.4%
CCCCn1c(SCC(=O)Nc2ccc3c(c2)OCO3)nc2c1c(=O)n(C)c(=O)n2C	5.3%	-10.2%	-1.4%	-9.4%	-7.1%	?	4.1%
CCOC(=O)C1=C[C@@H](C(C)(C)C)N(S(=O)(=O)c2ccc(C)cc2)[C@H]1c1ccccc1Cl	nt	-10.6%	nt	nt	nt	-25.8	-4.6%

Quoted from the listing:
Cc1ccc(S(=O)(=O)NNc2nnc(C)c(=O)[nH]2)cc1 in AmpC no deterg shows -4.5%
CCOc1ccccc1NC(=O)c1c(NC(=O)c2ccccc2C)sc2c1CCC(C)C2 (stereo unspecified) in Sm TGR inh shows 6.2%
Cc1c(Cl)cccc1NC(=O)NCCOCCn1c(=O)oc2ccccc21 in Sm TGR inh shows -0.1%

(listing goes on)
SMILES	AmpC no deterg	AMA1-RON2 inh	LmPK inhibitor	AmpC detergent	Sm TGR inh	HCMV inh	TbPYK inhibitor
CN1C(=O)C(O)(C2COC(C)(C)CC2=O)c2ccccc21 (stereo unspecified)	-19.2%	0.3%	10.7%	-10.2%	-16.7%[11.4 µM]	-8.0	3.2%
CCOc1cc(/C=N/Nc2cc(C)nc3ccc(C)cc23)ccc1O	27.3%	-1.4%	5.5%	0.5%	-2.4%	9.8	-3.3%
CCN(CC)CCNC(=O)CN1C(=O)c2cccnc2Oc2ccc(C)cc21	nt	nt	nt	-2.0%	-3.7%	0.0	4.5%[15.4 µM]
COc1ccc(OC)c(NC(=O)Nc2ccc3[nH]ccc3c2)c1	nt	-0.8%	nt	nt	nt	14.2	0.8%
O=C(NC1(C(F)(F)F)C(=O)Nc2c1c(=O)[nH]c(=O)n2-c1ccccc1)c1ccccc1Cl (stereo unspecified)	nt	nt	nt	-8.4%	7.8%	6.4	-1.5%
Cc1ccc(C)c(NC(=O)Cc2nc(CCl)cs2)c1	-9.0%	-12.2%	-0.8%	?	0.0%	?	-6.3%
CCCSCCCNC(=O)c1ccc(C)c(NC(=O)c2nsc3ccccc23)c1	nt	nt	nt	2.6%	-1.9%	-22.7	5.4%
CCOc1ccc(Cc2nc(C)c(CC(=O)N3CCCCC3)c(=O)[nH]2)cc1	0.7%	5.6%	2.7%	0.7%	-22.9%	-6.5	3.8%
CCOC(=O)c1sc2ccccc2c1S(=O)(=O)N1CCN(c2cccc(OC)c2)CC1	nt	nt	nt	3.8%	-8.0%	-5.3	-4.3%
COc1cc(/C=N/NC(=O)c2ccoc2C)cc(OC)c1OC	nt	12.9%	nt	nt	nt	163.8	0.0%
Cc1cc(C)cc(-n2cccc2/C=C2/C(=N)N3C(=NC2=O)SN=C3S(C)(=O)=O)c1	?	-12.3%	4.4%	3.9%	-14.1%	-37.9	0.1%
CSc1cccc(NC(=O)/C=C/c2ccc(Cl)cc2)c1	?	-0.5%	-8.5%	-0.7%	2.7%	-18.1	2.0%
O=C(c1ccc(S(=O)(=O)N2CCOCC2)cc1)N(c1cccc(Cl)c1)C1C=CS(=O)(=O)C1 (stereo unspecified)	0.5%	0.5%	4.3%	1.7%	1.5%	40.4	-0.2%
CCOC(=O)NC(C(Cl)(Cl)Cl)S(=O)(=O)c1ccccc1 (stereo unspecified)	-9.6%	8.2%	-4.2%	5.3%	25.1µM*	21.8	12.4%
Cc1ccc(-c2nc3ccc(Cl)cn3c2Cc2cccc(Cl)c2)cc1	nt	-0.9%	nt	nt	nt	28.3	-11.8%
CCOC(=O)C1=C(C)Nc2nc(=S)[nH]n2C1c1ccc(Cl)cc1 (stereo unspecified)	-49.2%	75.2%[activator]	?	2.8%	?	30.5	?
CCCn1c2ccccc2c2cnn(CC(=O)N3CCC(C)CC3)c(=O)c21	nt	nt	nt	17.0%	-1.8%	?	-5.2%
CC1OC(OC2C(CO)OC(OC3C(CO)OC(O)C(O)C3O)C(O)C2O)C(O)C(O)C1N[C@@H]1C=C(CO)[C@@H](O)C(O)[C@H]1O (stereo partly specified)	-7.7%	-1.9%	-8.0%	?	9.1%	102.9	0.9%
N/C(Cc1ccc(Cl)cc1Cl)=N\OC(=O)c1ccccc1F	-12.1%	118.1%[activator]	3.5%	-15.0%	-1.1%	20.7	-4.2%
CCCN(C(=O)COC(=O)CCOc1ccc(C)cc1)c1c(N)n(Cc2ccccc2)c(=O)[nH]c1=O	?	1.8%	nt	?	9.1%	?	-0.9%
CNS(=O)(=O)c1cn(CC(=O)NCc2ccc(F)cc2)cc1S(=O)(=O)NC	-7.6%	-1.9%	-1.3%	-7.9%	7.0%	32.5	6.2%
CC(c1ccccc1)n1c(CCCO)nc2ccccc21 (stereo unspecified)	23.2%	8.7%	-0.7%	-12.5%	3.5%	65.8	-3.6%
Cc1ccc2nc(SCC(=O)c3cc(C)n(C)c3C)[nH]c2c1	-6.9%	-5.0%	0.5%	-0.4%	-19.5%	-3.4	-10.0%
O=C(NCC(c1ccco1)N1CCN(c2ccc(F)cc2)CC1)c1ccc2c(c1)OCO2 (stereo unspecified)	-13.6%	-8.5%	nt	-16.8%	1.8%	-16.1	0.0%
CC(=O)c1c(C)[nH]c(C(=O)OCC(=O)N2CC(=O)Nc3ccccc32)c1C	-19.5%	-11.0%	-0.5%	-7.3%	3.1%	116.7	4.0%
CCOC(=O)/C(C#N)=C/c1ccc(-c2ccc(C)cc2)o1	nt	nt	nt	2.1%	-13.4%	44.6	0.3%
COc1nc(Nc2ccc([N+](=O)[O-])cc2)nc(NC(C)C)n1	-9.9%	2.7%	0.0%	?	2.3%	33.5	3.3%
O=C(Nc1ccc2c(c1)OCCO2)C(c1cc2ccccc2o1)N1CCC(Cc2ccccc2)CC1 (stereo unspecified)	nt	-10.8%	nt	nt	nt	-5.5	4.4%
CCCCn1cc(SCC(=O)O)c2ccccc21	-19.8%	3.7%	2.7%	-6.8%	-4.9%	-16.1	-12.0%
C[C@H](CO)N1C[C@H](C)[C@H](CN(C)C(=O)Nc2ccc3c(c2)OCCO3)OCc2cnnn2CCCC1=O	nt	20.4%	nt	nt	nt	-10.1	-3.3%
CCn1c(C)nc2cc(C(=O)NNC(=O)Nc3cccc(Cl)c3)ccc21	?	60.6%[activator]	10.2%	7.1%	46.0%[activator]	4.4	-11.7%
O=C(COC(=O)c1cccs1)NC1CCCC1	-14.1%	4.1%	0.6%	-19.2%	-12.6%	9.3	-4.9%
Cc1ccccc1-c1nnc(NC(=O)c2cc3ccccc3oc2=O)s1	-8.0%	nt	3.1%	-3.3%	6.0%	nt	nt
CCCc1nc2c(C)cc(Br)cn2c1Cc1ccccc1C(F)(F)F	nt	-2.5%	nt	nt	nt	-28.0	2.9%
Cc1cc(C)n(-c2nnc3n2N=C(c2c[nH]c4ccccc24)CS3)n1	-27.1%	-4.3%	-1.8%	-13.7%	0.1%	58.3	-9.9%
CCC(CC)C(=O)Nc1cccc(-c2cn3cccnc3n2)c1	nt	nt	nt	-3.3%	1.0%	0.0	6.3%[15.4 µM]
C=CCn1c(NS(=O)(=O)c2ccccc2)c(S(=O)(=O)c2ccc(C)cc2)c2nc3ccccc3nc21	-30.2%	17.5%	0.8%	11.8%	?	61.9	-4.4%
CC(C)(Oc1ccc(Cl)cc1)C(=O)Nc1nnc2n1CCS2	nt	nt	nt	-6.7%	0.9%	-15.4	0.7%

Quoted at random: two entries already listed
SMILES	AmpC no deterg	AMA1-RON2 inh	LmPK inhibitor	AmpC detergent	Sm TGR inh	HCMV inh	TbPYK inhibitor
CC(=O)c1c(C)[nH]c(C(=O)OCC(=O)N2CC(=O)Nc3ccccc32)c1C	-19.5%	-11.0%	-0.5%	-7.3%	3.1%	116.7	4.0%
CCOC(=O)/C(C#N)=C/c1ccc(-c2ccc(C)cc2)o1	nt	nt	nt	2.1%	-13.4%	44.6	0.3%

Rows were taken by chance; overall some 7.4% were active at least once.
